# Source: PubChem BioAssay (National Center for Advancing Translational Sciences (NCATS))
# MmCpn inh = inhibitors of Methanococcus maripaludis chaperonin (MmCpn). purified Mm-Cpn ATPase, ADP Transcreener TR-FRET. Potency, µM (series often up to 76.9 µM), inactives show at the highest dose activity, negative = inhibition, usual class: inhibitors. 0.031% of 330,000 active; also: potency is read from the fitted curve at half-maximal effect; % is scaled to controls: 0 for no effect and ±100 for the full control effect; nearly all actives have a fitted effect of over 80% in size
#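 Inhibition of chaperonin ATP hydrolysis is measured as reduced ADP production, detected by competitive TR-FRET in which signal falls with ADP. Final enzyme 25 nM and ATP 10 uM, reacted 30 min at 37°C.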
# Nrf2 ARE act = activators of Nrf2 (ARE) signaling; AREc32 ARE-luciferase reporter (MCF7-derived line), luminescence, 24 h; Potency, µM (titrated, usually from 46.1 µM), for the others: at the top dose activation, actives largely listed as activators; 0.31% of 410,000 active; AID 624171; also: potency is read from the fitted curve at half-maximal effect; % of control where 0% means no effect; nearly all actives have a fitted effect of over 65% in size
#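 Luminescent ARE reporter assay in AREc32_Fluc cells: overnight plating at 37 deg C, 24 hr compound incubation, Steady-Glo added, 30 min RT before reading.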
# HepG2 tox = HepG2 cytotoxicity, counter-screen for TGF-b inhibitors; HepG2 CAGA-GFP viability, ATP luminescence, 18 h; Potency, µM (doses to about 46.1 µM), for inactives: at the highest dose activity change, negative = cytotoxicity, usual class: cytotoxic; 0.76% of 410,000 active; also: potency is read from the fitted curve at half-maximal effect; some results filed as inactive show a strong effect at the top dose
#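 CellTiter-Glo luminescence gave cytotoxicity after 18 hours at 37 degrees C. The cells were HepG2 CAGA-GFP in 1% FBS DMEM, stimulated with 500 pg/mL TGF-beta after compound addition. %Activity was normalised to no-cell wells (complete cell-killing) and DMSO (no toxicity), and curves were fitted and classified.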
# CCT modulator = modulators of cytosolic chaperonin (CCT/TRiC) activity | purified chaperonin ATPase assay, HTRF ADP detection, 30 min | activity change, % (test concentration not listed), hits read low | 0.3% of 360,000 active | AID 651819; in the data active = activity change below about -30%; also: % is scaled to controls: 0 for no effect and ±100 for the full control effect
#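 TRiC at 40 or 20 nM final (batch-dependent) in 30 mM Tris pH 7.4, 100 mM KCl, 5 mM MgCl2, 1 mM DTT, with compound at single 76 uM and 10 uM ATP, 30 min at 37 deg C. ADP detected by HTRF Transcreener, 665/615 ratio.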
# TGFb SMAD3 inh = TGF-b pathway inhibition; HepG2 CAGA-GFP TGF-b/SMAD3 reporter, GFP fluorescence, 18 h; TGF-beta stimulated, 500 pg/mL final; Potency, µM (series often up to 46.1 µM), for the others: at the top dose activity, negative = inhibition, most hits filed as inhibitors; 1.2% of 410,000 active; AID 588855; also: potency is read from the fitted curve at half-maximal effect; % is scaled to controls: 0 for no effect and ±100 for the full control effect; nearly all actives have a fitted effect of over 65% in size
#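 Inhibition was scored as loss of TGF-beta-induced (500 pg/mL final, 18 hours, 37 degrees C) GFP in HEPG2 cells carrying a CAGA-GFP reporter, in DMEM with 1% FBS. Well GFP was summed per cell; Activity was normalised to unstimulated and stimulated DMSO wells, then concentration-response fitting.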
# Abeta rescue = compounds reversing amyloid beta toxicity in yeast; Potency, µM (top dose mostly 46.1 µM), inactives show top-dose growth rescue, actives largely listed as activators; yeast expressing A-beta42, growth rescue, OD600, 48 h; response scale: 0% DMSO, 100% iron-clioquinol control; 0.063% of 410,000 active; also: potency is read from the fitted curve at half-maximal effect; nearly all actives have a fitted effect of over 55% in size
#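 Yeast A-beta toxicity model in growth medium with pinned compounds, 48 h at 30 C; growth read as absorbance at 600 nm. Normalized to FeCl3/clioquinol equimolar mix (positive) and DMSO (negative).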
# Nrf2 block = blocks Nrf2 signaling; A549 ARE-Fluc reporter, luciferase luminescence, 18-24 h; 2.1% of 360,000 active; Potency, µM (highest dose often 46 µM), for inactives: at the highest dose activity change, negative = inhibition, usual class: inhibitors; also: potency is read from the fitted curve at half-maximal effect; % is scaled to controls: 0 for no effect and ±100 for the full control effect; nearly all actives have a fitted effect of over 60% in size
#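 Concentration-response testing used A549 ARE_Fluc cells at 5000 cells/well. Following an 18-24 h compound incubation, viability was read by fluorescence (Ex 405/Em 525) and luciferase output by luminescence.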
# A549 tox = counter-screen for Nrf2 inhibitors: cytotoxicity in A549 cells | AID 504648 | Potency, µM (doses to about 46 µM), for inactives: at the top dose activity change, negative = cytotoxicity, hits mostly inhibitors | A549 ARE-Fluc cells, CellTiter-Fluor viability, 18-24 h | 0.16% of 390,000 active; also: potency is read from the fitted curve at half-maximal effect; % is scaled to controls: 0 for no effect and ±100 for the full control effect
#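 A549 ARE_Fluc cells in 5% FBS OPTI-MEM were exposed to compounds in concentration-response for 18-24 h at 37 deg C. Viability was read by CellTiter-Fluor fluorescence (Ex 405/Em 525) after 30 min, before the luciferase read.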
# pAkt inh = Akt phosphorylation inhibition; AID 651550; activity change, % for hits at 50 µM; Neuro2A IGF-stimulated pAkt S473 HTRF, 20 min; stronger effect = lower value; 0.32% of 360,000 active; in the data active = activity change below about -80%; inconclusive = mostly about -51% to -80%; also: % is scaled to controls: 0 for no effect and ±100 for the full control effect
#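 Single-point screen (50 µM final compound) in Neuro2A cells stimulated 20 min with 6 nM IGF at 37 deg C. After lysis, Ser473-phosphorylated Akt read by HTRF (ex 330 nm, em 615/665 nm) as the 665/615 ratio.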
# The depositor's hits bear a star; i = inactive; ? = inconclusive; . = not tested or not shown; & = joins results of further samples; [ ] = another dose, or the depositor's remark. Unless noted, calls follow the shape of the dose curve; as a rule, active = well fitted curve in the direction sought with a large enough effect; inconclusive = small, poorly fitted or top-dose-only effect, or another doubt; inactive = no such curve, though single readings can be large; an effect the other way counts as inactive or inconclusive.
# Under each structure: Nrf2 ARE act | MmCpn inh | Abeta rescue | CCT modulator | HepG2 tox | pAkt inh | TGFb SMAD3 inh | Nrf2 block | A549 tox
> Cc1cc(C(=O)Nc2ccc(-n3c(C)nc4ccccc4c3=O)cc2)ccc1[N+](=O)[O-]
  -1.1% | . | -17.4% | . | -1.7% | . | -13.9% | . | 13.1%
> CCC(=O)NC(c1ccc(C)cc1)c1cc([N+](=O)[O-])c2cccnc2c1O (stereo not given)
  -0.5% | 0.2% | -16.0% | 0.5 | -9.3% | i | ? | 23.1µM* | -19.4%&-24.4%
> NS(=O)(=O)c1ccc(CNC(=O)c2cc(-c3cccnc3)nc3ccccc23)cc1
  0.7% | 0.2% | -5.7% | -2.9 | -24.7% | i | -16.5% | 3.7% | 3.2%
> CCOC(=O)c1nn(-c2ccc(C)c(C)c2)cc1O
  2.0% | -2.3% | 6.3% | 2.2 | 1.7% | i | -2.7% | 18.9% | 3.4%
> COC(=O)[C@]1(Cc2ccccc2)N[C@H](CN(C)C(=O)COc2ccccc2)[C@@H]2C(=O)N(Cc3ccccc3)C(=O)[C@@H]21
  3.2% | 1.8% | -9.3% | 0.6 | -22.7% | i | ? | -8.7% | -18.3%
> CCN(Cc1ccccc1)c1ccc(/C=C(\C#N)c2ccccn2)cc1
  3.5% | 0.5% | -2.6% | -0.9 | -3.8% | i | -1.6% | ? | -18.4%
> C(=N\N(Cc1ccccc1)c1ccccc1)/c1ccco1
  6.7% | 0.5% | 7.1% | -4.6 | -15.6% | i | -2.0% | 19.0% | -3.4%
> CC(C)=C1C2CCC1C(C(=O)NCc1ccccc1)C2C(=O)O (stereo not given)
  -0.4% | -0.2% | 9.9% | 1.1 | -0.2% | i | 0.0% | -16.8% | -4.1%
> COCCCNC(=O)Cn1c(=O)n(CC(=O)NCCc2ccc(OC)c(OC)c2)c(=O)c2sccc21
  -0.9% | -1.7% | -9.6% | 1.8 | -1.3% | i | -0.5% | 15.0% | 9.5%
> COc1cc2oc(=O)cc(-c3ccc(-c4ccc(C(F)(F)F)cc4)cc3)c2c(OC)c1OC
  -0.4% | 1.1% | -11.9% | -1.1 | 2.3% | i | 2.8% | 11.5% | -0.5%
> Cc1cc(NC(=O)C(=O)NCCN2CCN(S(C)(=O)=O)CC2)ccc1Br
  -0.6% | 2.9% | -1.5% | -0.6 | 1.1% | i | 3.4% | 15.6% | 1.9%
> COc1ccc(-c2nc(C#N)c(NCCCN3CCOCC3)o2)cc1
  6.5% | 0.8% | -1.2% | -0.5 | -9.1% | i | 2.1% | 5.9% | 3.2%
> O=C(NC1CCN(Cc2ccccc2)CC1)c1cccc(Br)c1
  4.7% | -19.7% | -23.6% | 1.8 | -49.7% | i | ? | -9.0% | -2.9%
> COCCNC(=O)C(=O)Nc1cc2c3c(c1)C(C)C(=O)N3CCC2 (stereo not given)
  2.8% | -8.2% | 1.6% | -1.5 | -4.2% | . | 10.6% | 4.8% | -17.7%
> COCCn1c(-c2ccc(Cl)cc2)cnc1SCC(=O)NCc1cccs1
  0.2% | 0.5% | 17.7% | 0.6 | -12.7% | i | -9.0% | -40.9% | -9.7%
> COc1ccc(-c2csc(Nc3ccc(S(N)(=O)=O)cc3)n2)cc1OC
  0.5% | -7.9% | 7.3% | 0.3 | 0.7% | i | -4.5% | ? | -16.6%
> COc1ccccc1N1CCN(S(=O)(=O)c2c(C)[nH]c(=O)[nH]c2=O)CC1
  -0.3% | 0.8% | 6.7% | -1.1 | 13.9% | i | -15.9% | 8.1% | 3.0%
> CC1(C)CC(NCc2ccccc2)=CC(=S)N1
  -0.6% | . | -9.7% | -0.9 | -3.8% | i | 4.5% | . | .
> Cc1cc(-c2nn3c(-c4ccccc4)nnc3s2)c2ccccc2n1
  -0.3% | -3.1% | -1.3% | -0.9 | -0.7% | . | -4.9% | . | -6.3%
> CN1CCN(C(=O)C2CC(c3ccc(F)cc3)=NO2)CC1 (stereo not given)
  -0.2% | 0.4% | 8.4% | 0.1 | -13.5% | i | 2.6% | 28.4% | 1.9%
> COc1ccc(-n2cc(-c3ccccc3)c3c(=S)nc[nH]c32)cc1
  4.4% | -4.0% | -4.0% | -1.1 | -16.6% | . | -1.8% | ? | -9.6%
> NC(N)=NC(=O)c1nc(Cl)c(N2CCCCCC2)nc1N
  0.0% | -1.3% | -35.2% | -1.6 | 2.2% | i | 1.7% | 9.0% | 0.0%
> Cc1ccc(C)c(NC(=O)C2CCN(c3nn4c(=O)cc(C)nc4s3)CC2)c1
  -1.3% | . | -11.4% | . | 4.0% | . | -3.5% | 1.3% | 0.9%
> CN(C)c1nnnn1-c1ccc(Oc2ccccc2)cc1
  0.1% | -8.5% | -8.1% | 0.7 | 19.1% | i | 5.7% | -19.6% | -4.3%
> Nc1c(C=C2C=CC(=O)C=C2)c(=O)nc2snc(SCc3ccccc3)n12
  0.1% | 1.1% | -5.3% | -1.6 | -16.6% | i | 5.2% | ? | -6.0%
> COC(=O)c1ccccc1NC(=S)N(Cc1ccc2c(c1)OCO2)Cc1cc2cc(C)ccc2[nH]c1=O
  -0.5% | -2.9% | 2.1% | -0.6 | -24.3% | i | ? | -21.9% | -11.2%
> COc1ccc(CN2C(=O)[C@@H]3C(c4ccc(F)cc4)=NO[C@@H]3C2=O)cc1
  -0.9% | -1.2% | 4.0% | -0.9 | 0.5% | i | 5.2% | 14.8% | 0.9%
> COC(=O)C(C)Oc1ccc2c(c1)O/C(=C\c1ccco1)C2=O (stereo not given)
  ? | -2.3% | -21.8% | 2.1 | 4.7% | i | -2.2% | 7.9% | -20.6%
> COc1ccccc1N1CCN(C(=O)c2cc3c(=O)n4ccccc4nc3s2)CC1
  -1.0% | -0.2% | -3.4% | -1.0 | 14.4% | i | 6.6% | -6.4% | 0.9%
> COc1cc(OC)c(-c2nc3cnccc3n2C)cc1OC
  0.0% | -1.8% | 16.4% | -3.0 | -3.2% | i | 10.6% | 4.7% | 5.0%

# (listing goes on)
# Under each structure: Nrf2 ARE act | MmCpn inh | Abeta rescue | CCT modulator | HepG2 tox | pAkt inh | TGFb SMAD3 inh | Nrf2 block | A549 tox
> CCN(CC)S(=O)(=O)c1cc(NC(=O)COC(=O)CCC(=O)c2ccc(F)cc2)ccc1C
  -1.0% | 0.8% | 15.9% | -23.4 | 1.7% | i | -1.0% | 11.8% | 1.0%
> O=C(c1cccs1)N1CCn2c1nc1ccccc12
  14.8% | -0.8% | -6.7%[9.22 µM] | 1.7 | -21.8% | i | 0.8% | . | 3.4%
> Nc1c(Br)cc(Br)c2c1C(=O)c1c(cccc1S(=O)(=O)O)C2=O
  3.0% | . | -16.2% | -2.6 | -17.1% | i | -5.0% | 31.4% | ?
> Cc1ccc(-n2c(C)nc3oc4ccccc4c(=O)c3c2=O)cc1
  21.8% | -17.1% | -38.2% | 1.3 | -15.1% | i | 10.3% | ? | -9.3%
> O=C(COC(=O)c1ccc(S(=O)(=O)NCc2ccco2)cc1)Nc1ncc(Cl)cc1Cl
  2.1% | -8.4% | 5.2% | 1.3 | 4.3% | i | -5.4% | 0.0% | -0.3%
> COc1ccc(N2CCN(C(=O)CCc3ccccc3)CC2)cc1
  0.3% | -0.1% | -14.2% | 1.0 | 2.8% | i | 0.3% | 4.0% | 8.3%
> CCOC(=O)N1CCN(C(=O)c2ccc3nc(C)sc3c2)CC1
  0.4% | 0.3% | 4.3% | -0.4 | 0.7% | i | -4.8% | 22.1% | -8.5%
> CC(C)CN(CC(C)C)S(=O)(=O)c1cc([N+](=O)[O-])ccc1N1CCCCCC1
  -0.4% | 0.6% | 15.4% | -2.9 | -29.4% | i | -7.9% | -3.3% | -12.6%
> CC1CCCCC1NS(=O)(=O)CCNC(=O)c1ccc2c(c1)OCO2 (stereo not given)
  -0.4% | 1.1% | 27.3% | 0.8 | 4.3% | i | 14.8% | -13.8% | -18.4%
> COc1ccc(C2C(C(=O)N3CCOCC3)CCC(=O)N2c2ccc(OC)cc2)cc1 (stereo not given)
  -0.2% | 1.0% | 7.5% | -3.4 | -1.3% | i | -7.5% | 3.6% | -0.6%
> CCSc1nc2c([nH]c3ccccc32)c(=O)n1C
  2.5% | 2.6% | 1.6% | 0.2 | -32.8% | i | -0.2% | -14.4% | -0.8%
> CCCNC(=O)Cn1cnc2sc(C(=O)Nc3cc(OC)c(OC)c(OC)c3)c(C)c2c1=O
  -0.7% | 0.0% | -20.0% | 1.7 | -24.5% | i | -10.0% | . | 7.8%
> CCOc1ccccc1NC(=O)c1ccc(CN2CCc3ccccc3C2)cc1
  -0.7% | 0.0% | 4.8% | 1.1 | -3.4% | i | 0.0% | -7.3% | 0.8%
> O=C(CN1c2cccc3cccc(c23)S1(=O)=O)N1CCOCC1
  -0.2% | -4.4% | 6.2% | -1.1 | -3.1% | i | -19.0% | -26.9% | 3.2%
> COc1ccc(-c2nnn(CC(=O)N3CCN(c4ccccc4OC)CC3)n2)cc1OC
  -0.4% | 1.4% | 10.2% | -2.2 | 6.5% | i | -1.8% | -22.3% | -2.5%
> Cc1ccc(NCN2C(=O)C(=O)c3ccccc32)nc1
  4.2% | -1.0% | -4.6% | 0.9 | -35.0% | i | 6.31µM* | -6.2% | 5.1%
> C=CCc1cc(/C=C2/NC(=O)N(CC)C2=O)cc(OCC)c1OCc1ccc(C(=O)O)cc1
  0.4% | -0.2% | -3.2% | -3.2 | -8.3% | i | -0.6% | ? | -0.1%

# No enrichment for hits; about 4.3% have a hit in one of these screens.
